# Screening data: PubChem, National Center for Advancing Translational Sciences (NCATS)
# D3 antag – D3 dopamine receptor (human) antagonism; max response, negative = inhibition, %; P35462; AID 652054; D3R cells, DiscoveRx beta-arrestin luminescence, antagonist mode; hits give low values; 360,000 compounds, 2.5% hits; in the data active = max response below about -50%; inconclusive = no clear call, values can overlap the other calls; also: % is scaled to controls: 0 for no effect and ±100 for the full control effect; mostly tested at two doses, the higher about 12 µM
#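 Cells expressing the human receptor were seeded at 1500 cells/well, incubated overnight at 37 degrees C in 5% CO2, then exposed to library compounds with dopamine controls for 90 minutes at 37 degrees C before luminescent detection.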
# PTHR1 agonist – agonists of human PTHR1 parathyroid hormone receptor | AID 743266 | 410,000 compounds, 0.075% hits | HEK293 GP2 PTHR1 cells, GloSensor cAMP luminescence, 1 h | Q03431 | Potency, µM (top dose mostly 115 µM), for the others: top-dose activation, actives largely listed as activators; also: potency is read from the fitted curve at half-maximal effect; nearly all actives have a fitted effect of over 55% in size; some results filed as inactive show a strong effect at the top dose; inactives centre near -15; many of its hits are not listed in these tables
# Target sequence (Q03431 whole entry, looked up): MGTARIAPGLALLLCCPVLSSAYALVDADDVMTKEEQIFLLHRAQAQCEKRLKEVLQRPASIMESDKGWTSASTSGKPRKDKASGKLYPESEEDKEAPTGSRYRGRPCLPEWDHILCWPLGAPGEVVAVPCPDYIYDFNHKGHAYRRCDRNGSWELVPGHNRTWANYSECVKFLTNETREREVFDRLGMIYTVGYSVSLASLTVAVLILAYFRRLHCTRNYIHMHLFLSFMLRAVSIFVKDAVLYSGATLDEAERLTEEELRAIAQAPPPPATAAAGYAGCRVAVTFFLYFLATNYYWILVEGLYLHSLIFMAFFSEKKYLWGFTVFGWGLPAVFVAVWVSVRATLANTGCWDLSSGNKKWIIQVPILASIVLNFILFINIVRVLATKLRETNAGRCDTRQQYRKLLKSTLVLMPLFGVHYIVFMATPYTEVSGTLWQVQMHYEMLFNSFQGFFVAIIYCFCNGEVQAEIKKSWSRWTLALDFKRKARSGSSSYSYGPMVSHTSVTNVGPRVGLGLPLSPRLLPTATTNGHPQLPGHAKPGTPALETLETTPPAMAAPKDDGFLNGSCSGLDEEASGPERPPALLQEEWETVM
#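 HEK-293-derived GP2 cells expressing PTHR1 and a GloSensor cAMP reporter, 3,000/well, plated overnight, given luciferin plus IBMX (each 0.5 mM as added) for 1 h at 37 °C, then compound for 1 h at 37 °C. Luminescence was read after 15 min at room temperature.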
# Abeta yeast res – restores growth of yeast expressing A-beta42 peptide; Potency, µM (doses to about 46.1 µM), for the others: top-dose growth rescue, hits mostly activators; 410,000 compounds, 0.063% hits; yeast expressing A-beta42, growth rescue, OD600, 48 h; response scale: 0% DMSO, 100% iron-clioquinol control; also: potency is read from the fitted curve at half-maximal effect; nearly all actives have a fitted effect of over 55% in size
#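 Growth rescue measured by 600 nm absorbance after 48 h yeast culture at 30 C with compound. Values normalized between DMSO and an equimolar ferric chloride plus clioquinol control.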
# GLP1R ag – activates the human GLP-1 receptor; P43220; HEK293 GLP-1R CRE-luciferase, luminescence, 4-6 h; cells express a hypersensitive GLP-1R form; Potency, µM (titrated, usually from 45.6 µM), without a hit: top-dose activation, actives largely listed as activators; 380,000 compounds, 0.007% hits; AID 624172; also: potency is read from the fitted curve at half-maximal effect; % of control where 0% means no effect
# Target sequence (P43220 whole entry, looked up): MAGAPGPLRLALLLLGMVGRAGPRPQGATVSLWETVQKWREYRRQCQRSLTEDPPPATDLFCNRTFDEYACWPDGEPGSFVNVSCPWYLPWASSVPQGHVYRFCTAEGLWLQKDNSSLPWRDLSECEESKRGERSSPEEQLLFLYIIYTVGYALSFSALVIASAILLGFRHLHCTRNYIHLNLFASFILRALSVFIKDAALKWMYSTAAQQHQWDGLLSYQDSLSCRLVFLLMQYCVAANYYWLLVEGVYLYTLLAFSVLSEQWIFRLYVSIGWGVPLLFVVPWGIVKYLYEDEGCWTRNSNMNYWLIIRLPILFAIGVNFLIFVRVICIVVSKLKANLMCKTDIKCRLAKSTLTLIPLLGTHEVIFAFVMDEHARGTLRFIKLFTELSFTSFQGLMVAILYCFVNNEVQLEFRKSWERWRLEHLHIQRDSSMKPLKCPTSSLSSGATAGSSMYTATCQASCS
# Akt phos inh – Akt phosphorylation inhibition; 360,000 compounds, 0.32% hits; activity change, % for hits at 50 µM; Neuro2A IGF-stimulated pAkt S473 HTRF, 20 min; hits give low values; AID 651550; in the data active = activity change below about -80%; inconclusive = mostly about -51% to -80%; also: % is scaled to controls: 0 for no effect and ±100 for the full control effect
#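 Neuro2A cells in DMEM with 0.5% FBS, overnight at 37 deg C, given compound at single 50 µM final, then IGF (6 nM final) for 20 min at 37 deg C. Lysed; phospho-Akt Ser473 by HTRF after 24 h, 665/615 ratio.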
# GLP1R inv ag – inverse agonists of human GLP-1 receptor. P43220. HEK293 GLP-1R CRE-luciferase, luminescence, 24 h; GLP-1R form is constitutively active. Potency, µM (highest dose often 38.3 µM), without a hit: at the top dose activity change, negative = inhibition, usual class: inhibitors. 410,000 compounds, 1.6% hits. AID 624417; also: potency is read from the fitted curve at half-maximal effect; % is scaled to controls: 0 for no effect and ±100 for the full control effect; nearly all actives have a fitted effect of over 55% in size
#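 Luminescence readout: a drop in cAMP-driven luciferase signal flags inverse agonism at a constitutively active GLP-1R stably expressed in HEK293. Compound exposure lasted 24 hr at 37 deg C, 5% CO2.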
# FUS yeast rescue – rescues growth of FUS-expressing yeast | S. cerevisiae FUS-expressing, growth rescue, OD600, 24 h | Potency, µM (doses to about 76.6 µM), for inactives: at the top dose growth rescue (activation), hits mostly activators | 390,000 compounds, 0.24% hits;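 also: potency is read from the fitted curve at half-maximal effect; plate controls were DMSO vehicle for no effect and reference control for full effect; nearly all actives have a fitted effect of over 55% in size; some results filed as inactive show a strong effect at the top dose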
#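 Restored growth of FUS-toxic S. cerevisiae, read as 600 nm absorbance after 24 h at 30C in galactose medium (starting OD 0.005). Controls CP55940 and DMSO.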
# aSyn yeast inh – inhibitors of alpha-synuclein toxicity in yeast; Yeast expressing alpha-synuclein, growth rescue, BacTiter-Glo, 24 h; Potency, µM (top dose mostly 46.1 µM), without a hit: top-dose growth rescue (activation), hits mostly activators; 370,000 compounds, 0.14% hits; also: potency is read from the fitted curve at half-maximal effect; % of control where 0% means no effect; nearly all actives have a fitted effect of over 65% in size
#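 Rescue of yeast growth: cells expressing toxic alpha-synuclein, induced in galactose at OD600 0.02, incubated with compound 24 h at 30 C. ATP luminescence quantified growth; inhibitors of toxicity appear as activators.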
# TDP-43 yeast inh – rescues yeast growth from TDP-43 toxicity; Potency, µM (highest dose often 46.1 µM), without a hit: at the highest dose growth rescue (activation), usual class: activators; 410,000 compounds, 1.8% hits; TDP-43 expressing yeast growth rescue, BacTiter-Glo, 24 h; AID 652104; also: potency is read from the fitted curve at half-maximal effect; % of control where 0% means no effect; nearly all actives have a fitted effect of over 50% in size
#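 Readout is BacTiter-Glo luminescence of cell growth, so inhibitors register as activators. TDP-43-expressing yeast at OD600=0.02 in galactose medium, after raffinose pregrowth to mid-log, were incubated with compound for 24 hr at 30 deg C.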
# * = called active by the depositor; i = inactive; u = inconclusive; x = not tested or not shown; & = joins results of further samples; [ ] = dose if it differs, or a comment. Unless noted, calls follow the shape of the dose curve; as a rule, active = well fitted curve in the direction sought with a large enough effect; inconclusive = small, poorly fitted or top-dose-only effect, or another doubt; inactive = no such curve, though single readings can be large; an effect the other way counts as inactive or inconclusive. These rows are one share of the data, so the mix of outcomes need not match the whole.
# The line under a structure holds: FUS yeast rescue, Abeta yeast res, TDP-43 yeast inh, aSyn yeast inh, GLP1R inv ag, GLP1R ag, D3 antag, Akt phos inh, PTHR1 agonist
Cc1nc(N2CCOCC2)nc(N2CCC(C)CC2)c1[N+](=O)[O-]
→ 27%, 20%, u, 0%, u, 26%, 6, i, -29%
CN(C)c1ccc(/C=C/c2ccc3ccccc3[n+]2C)cc1
→ x, -88%[inhibitor], -28%, -55%&-67%[inhibitor], u, -29%, 5, i, -43%[inhibitor]
COc1ccc2[nH]cc(CCN=C3SCC(=O)N3C)c2c1
→ 8%, 7%, u, -1%, 45%[activator], 24%, 13, i, i
CCOc1ccc(-n2c(-c3ccco3)nc3c(cnn3-c3ccc(C)cc3)c2=O)cc1
→ 12%, -11%, -16%, 25%, -4%, -2%, -9, i, -17%
CCN(C(=O)Cn1cnc2c1c(=O)n(C)c(=O)n2C)C1CCCCC1
→ -8%, -1%, 4%, -4%[1.84 µM], 16%, 0%, 1, i, 20%
O=C(CSc1nnc(COc2ccc(F)cc2)o1)N1CCCCC1
→ 2%, -8%, 19%, 3%, 2%, 2%, 10, i, -5%
Cc1ccc(-c2cc(C(=O)Nc3cc(C)on3)c3ccccc3n2)cc1
→ x, -12%, -13%, 0%, -6%, 2%, 0, i, -15%
COc1ccc(C(=O)NCCS(=O)(=O)NCc2cccnc2)cc1
→ 1%, -9%, -2%, -1%, 1%, 6%, -2, i, i
CCCCCOc1ccc(CSCCNC(=S)Nc2ccccc2)cc1
→ -1%, 0%, 10%, -3%, u, -4%, -10, i, -21%
O=C(CCNC(=O)c1ccc([N+](=O)[O-])cc1)Nc1cc(Cl)ccc1N1CCOCC1
→ -6%, 5%, -5%, -2%, -30%, -2%, -19, i, -64%[inhibitor]
O=C(CN1C(=O)C(c2ccc(F)cc2)=NC12CCCC2)Nc1ccc(F)cc1
→ -12%, 5%, u, 1%, u, -2%, 39, i, -36%[inhibitor]
COCCN(Cc1nc2ccccc2c(=O)[nH]1)C(=O)c1cccc(S(=O)(=O)N2CCCC2)c1
→ -2%, -9%, 2%, -4%, 7%, -7%, -10, i, -20%
O=C(COc1ccc2ccc(=O)oc2c1)NCCc1c[nH]c2ccc(F)cc12
→ 25%, -1%, -2%, -2%, 46%, 6%, -8, i, -36%[inhibitor]
CCOc1cc(C)c(S(=O)(=O)Nc2ccc3cn[nH]c3c2)cc1C
→ 5%, 10%, -1%, 6%, 4%, 6%, 20, i, -20%[57.5 µM]
CC(C(=O)N(C)c1ccccc1)N1CCN(C(=O)c2ccccc2)CC1 (configuration not stated)
→ 19%, -16%, -21%, 6%, 13%, 3%, 14, i, -9%
CCCn1c(=N)c(C(=O)NC2CCCC2)cc2c(=O)n3cccc(C)c3nc21
→ -9%&-5%, -2%&-10%, 8%&0%, -10%, 2%&-2%, -1%&2%, -17, i, -28%
O=S(=O)(c1cccc(Br)c1)N1CCN(S(=O)(=O)c2ccc3c(c2)OCCO3)CC1
→ 0%, -11%, x, x, x, 3%, x, x, -37%[inhibitor]
COC(=O)c1ccc(CNC(=O)C(NC(=O)c2ccco2)C(C)C)cc1 (configuration not stated)
→ 7%, 15%, -2%, 0%, 11%, 10%, -4, i, i
Clc1ccc(-c2cccc3nccn23)cc1
→ -21%, 4%, 0%, -3%, 13%, 11%, 0, i, -29%
CCOc1ccc(NC(=O)C(C)SC(N)=O)cc1 (configuration not stated)
→ -7%, 18%, -13%, -20%, -1%, 9%, -21, i, i
C[C@]12CCC(=O)C=C1C=C[C@@H]1[C@@H]2CC[C@@]2(C)[C@H]1CC[C@@]21CCC(=O)O1
→ 2%, -4%, 26%, -16%, 57%[activator], 10%, -1, i, -2%
CC1CCc2cc(F)ccc2N1C(=O)CSc1nnc2c(n1)[nH]c1ccccc12 (configuration not stated)
→ 9%, 0%, 3%, 11%, u, -2%, 17, i, -38%[inhibitor]
COC(=O)[C@]12CCCCC=C1N(CCc1ccc(OC)c(OC)c1)C(=O)[C@H](CC(=O)N1CCN(C(=O)C3CC3)CC1)C2
→ u, -6%, 16%, 0%, 21%, x, 2, i, -6%
Nc1ccn(CCCN2CCN(Cc3cccc4ccccc34)CC2)c(=O)n1
→ -7%, -3%, 0%, 2%, -10%, -2%, -19, i, -19%
COc1ccccc1CN(C)C(=O)CN1CCN(CC(=O)Nc2ccccc2Cl)CC1
→ x, 3%, 6%, -11%, u, 1%, 15, i, -6%
COc1cc(C2C(N3C(=O)c4ccccc4C3=O)C(=O)N2c2ccc(C)c(C)c2)cc(OC)c1OC (configuration not stated)
→ 50%, 15%, -23%, 4%, 1%, 15%, -10, i, i
COCC(CN1CCN(C2=NS(=O)(=O)c3ccccc32)CC1)OC(=O)c1ccccc1 (configuration not stated)
→ -7%, -12%, -15%, -5%, 7%, 0%, -25, i, -3%
O=C(/C=C/c1cccc([N+](=O)[O-])c1)Nn1c(-c2ccccc2F)nc2ccccc2c1=O
→ 15%, 4%, -11%, 9%, 62%[activator], u, 11, i, u
CCCCCC(=O)N1C[C@H](O)[C@@H](n2cc(-c3ccc(F)cc3)nn2)C[C@@H]1c1ccc(Cl)cc1
→ 36%, 14%, 12%, 16%, 10µM*, 5%, u, i, i
COc1cc(/C=N/Nc2nnc3c(n2)[nH]c2ccccc23)ccc1O
→ x, 9%, -3%, 0%, 3%, -13%, -9, i, i
COc1ccc2c(C(=O)CN3CC(C)OC(C)C3)c[nH]c2c1 (configuration not stated)
→ 14%, -5%, 1%, -5%, 11%, 16%, -24, i, -19%[57.5 µM]
Cc1ccc(C(=O)N2CCN(C/C=C/c3ccccc3)CC2)cc1S(=O)(=O)N1CCOCC1
→ -6%, 11%, 17%, -7%, -28%, 11%, 8, i, -16%
COc1ccccc1-c1nc2c(c(SCC(=O)Nc3ccc(C)c(C)c3)n1)Cc1c(CO)cnc(C)c1O2
→ 38%, -12%, 19%, x, 8%, x, x, x, -10%
COc1ccc(NC(=O)CCC(=O)c2cccs2)cc1S(=O)(=O)Nc1ccccc1Cl
→ x, 32%, 16%, 9%, 0%, 0%, 6, i, -29%
O=C(O)CCC(=O)N1CN2CN(C(=O)CCC(=O)O)CC([N+](=O)[O-])(C2)C1
→ 12%, -1%, -14%, 0%, 19%, 8%, 2, i, -10%
CN1CCN(c2cc3c(c4c2[nH]c2ccccc24)C(=O)CC(C)(C)C3)CC1
→ -3%, -3%, 11%, -7%, u, -4%, -7, i, -20%
CC(/C=N/n1c(-c2ccccc2)n[nH]c1=S)=C\c1ccco1
→ -7%, 17%, 10%, -15%, 18%, 1%, -17, i, -5%[57.5 µM]
Cc1ccc(C)c(OCCC(=O)OCC(=O)c2c(N)n(C)c(=O)n(C)c2=O)c1
→ 11%, 12%, -6%, 4%, 29%, 13%, 0, i, -11%
Cc1snc(SCC(=O)c2ccc(Cl)cc2)c1C#N
→ 25%, 21%, 13%, 6%, 7%, 7%, 14, i, -10%[57.5 µM]
CC(=O)c1cccc(NC(=O)CSc2ncc3c(n2)-c2cc(Cl)ccc2N(Cc2ccccc2)S3(=O)=O)c1
→ 6%, -17%, 0%, x, -1%, x, x, x, i
CCOc1ccccc1CNC(=O)c1c(C)oc2ncnc(N3CCOCC3)c12
→ 2%, -10%, 13%, x, 6%, x, x, x, i
CC(=O)NC(Cc1ccc(F)cc1)C(=O)NC1CCN(c2ncccc2[N+](=O)[O-])CC1 (configuration not stated)
→ -30%, 39%, 19%, 5%, 0%, 6%, 3, i, 0%
NC(=O)CN(c1ccc(Oc2ccccc2)cc1)S(=O)(=O)c1ccccc1
→ x, 0%, -13%, -1%, 12%, 1%, 18, i, -79%[inhibitor]
CCCOc1ccc(C(NC(=O)CC(C)C)NC(=O)CC(C)C)cc1OC
→ -3%, 3%, -5%, -3%, 0%, 0%, -26, i, u
Cc1ccc(-c2c(C(=O)Nc3ccccc3F)oc(=O)c3ccccc23)cc1
→ 2%, 4%, 9%, x, 17%, x, x, x, -7%
CCOC(=O)c1csc(N)n1
→ -1%, 2%, -13%, -8%, -14%, 3%, -1, i, -2%

# 2 consecutive compounds already listed, quoted:
# The line under a structure holds: FUS yeast rescue, Abeta yeast res, TDP-43 yeast inh, aSyn yeast inh, GLP1R inv ag, GLP1R ag, D3 antag, Akt phos inh, PTHR1 agonist
COc1ccc2c(C(=O)CN3CC(C)OC(C)C3)c[nH]c2c1 (configuration not stated)
→ 14%, -5%, 1%, -5%, 11%, 16%, -24, i, -19%[57.5 µM]
Cc1ccc(C(=O)N2CCN(C/C=C/c3ccccc3)CC2)cc1S(=O)(=O)N1CCOCC1
→ -6%, 11%, 17%, -7%, -28%, 11%, 8, i, -16%

# Taken from above:
# COc1ccccc1-c1nc2c(c(SCC(=O)Nc3ccc(C)c(C)c3)n1)Cc1c(CO)cnc(C)c1O2 @ PTHR1 agonist: -10%
# Cc1snc(SCC(=O)c2ccc(Cl)cc2)c1C#N @ PTHR1 agonist: -10%[57.5 µM]
# Cc1ccc(-c2c(C(=O)Nc3ccccc3F)oc(=O)c3ccccc23)cc1 @ Abeta yeast res: 4%

# 3 entries from above, sorted by the number in GLP1R inv ag, largest number first:
molecule | GLP1R inv ag | GLP1R ag | Akt phos inh | PTHR1 agonist
O=C(O)CCC(=O)N1CN2CN(C(=O)CCC(=O)O)CC([N+](=O)[O-])(C2)C1 | 19% | 8% | i | -10%
Cc1ccc(-c2c(C(=O)Nc3ccccc3F)oc(=O)c3ccccc23)cc1 | 17% | x | x | -7%
CCOc1ccccc1CNC(=O)c1c(C)oc2ncnc(N3CCOCC3)c12 | 6% | x | x | i
